Assay outcomes as filed in PubChem BioAssay.
APOBEC3A inh – human APOBEC3A DNA deaminase inhibition; P31941; recombinant A3A, FAM/TAMRA ssDNA deamination fluorescence; inhibition, % at 20 µM; hit rate 0.41% among 330,000; AID 493011;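 active means at least 40% inhibition at 20 µM here, with at most 30% in a related deaminase screen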;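 further: plate controls were A3A with DMSO for no effect and wells lacking A3A enzyme for full effect; some results filed as inactive read as strong as hits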
Target sequence (P31941 whole entry, looked up): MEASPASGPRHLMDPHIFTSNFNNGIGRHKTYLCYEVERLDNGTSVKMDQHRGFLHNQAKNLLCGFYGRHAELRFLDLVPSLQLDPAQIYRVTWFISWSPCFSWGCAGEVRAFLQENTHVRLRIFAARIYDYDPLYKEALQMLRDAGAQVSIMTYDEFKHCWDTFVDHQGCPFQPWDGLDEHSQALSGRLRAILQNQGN
mIAP inh – blocks mouse intestinal alkaline phosphatase; purified mouse IAP, CDP-Star luminescence, 30 min; inhibition, % at 10 µM; hit rate 0.2% among 330,000; AID 2806;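 active means inhibition of at least 40% at 10 µM in the primary screen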;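 further: plate controls were DMSO with enzyme for no effect and no enzyme wells for full effect; values of inactives mirror those of a sister screen read the other way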
hIAP act – increases human intestinal alkaline phosphatase activity. activation factor at 10 µM. hit rate 0.16% among 330,000. purified human IAP, CDP-Star luminescence, 30 min; active compounds read high; 1 = vehicle-only enzyme, 0 = enzyme-free background. P09923;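 active means activation factor of the enzyme at least 2-fold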; further: the source names both 10 and 20 µM as test concentration; values of inactives mirror those of a sister screen read the other way
Target sequence (P09923 whole entry, looked up): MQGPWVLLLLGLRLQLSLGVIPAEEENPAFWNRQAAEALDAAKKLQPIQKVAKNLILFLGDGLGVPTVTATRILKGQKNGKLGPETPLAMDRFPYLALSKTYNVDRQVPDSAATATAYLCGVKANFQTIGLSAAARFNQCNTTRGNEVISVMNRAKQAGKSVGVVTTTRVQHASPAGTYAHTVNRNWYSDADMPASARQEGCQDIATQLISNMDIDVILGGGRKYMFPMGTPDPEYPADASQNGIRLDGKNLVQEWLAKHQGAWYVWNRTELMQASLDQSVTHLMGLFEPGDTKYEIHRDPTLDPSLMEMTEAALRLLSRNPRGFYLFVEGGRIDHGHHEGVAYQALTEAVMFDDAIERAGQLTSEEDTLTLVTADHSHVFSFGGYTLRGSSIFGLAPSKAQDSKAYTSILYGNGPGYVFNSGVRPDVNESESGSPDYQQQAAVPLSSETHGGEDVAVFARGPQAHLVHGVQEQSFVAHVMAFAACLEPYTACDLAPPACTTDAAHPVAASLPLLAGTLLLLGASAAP
APOBEC3G inh – blocks human APOBEC3G single-stranded DNA deamination. Q9HC16. recombinant A3G, ssDNA deamination FAM/TAMRA fluorescence. inhibition, % at 20 µM. hit rate 0.28% among 330,000. AID 493012;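 active means inhibition of at least 40% at 20 µM, with no more than 30% in the related APOBEC3A deaminase screen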;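 further: plate controls were DMSO wells with A3G for no effect and wells lacking A3G enzyme for full effect; some compounds called inactive have numbers as strong as hits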
hIAP inh – blocks human intestinal alkaline phosphatase | P09923 | purified IAP, CDP-Star luminescence, 30 min | inhibition, % at 10 µM | hit rate 0.12% among 330,000 | AID 2544;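 active means inhibition reaching a set limit with compound at 10 µM in the primary screen, cut at about 35% in these data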;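 further: plate controls were DMSO wells with enzyme for no effect and no-enzyme buffer wells for full effect; values of inactives mirror those of a sister screen read the other way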
beta cell repl – MIN6 beta-cell proliferation induction. MIN6 cells proliferation, ATPlite luminescence, 48 h; cells starved in 0.2% serum; 100% = growth in 10% serum. proliferation, % at 10 µM. hit rate 0.29% among 330,000;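 active means compounds whose signal lies at least 3.5 SD above the mean of all wells on their plate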;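 further: 0% = DMSO-treated cells in low-serum medium and 100% = 10% serum control; some compounds called inactive have numbers as strong as hits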
SENP1 FRET inh – blocks the human SENP1 SUMO protease catalytic domain. Q9P0U3. recombinant SENP1 catalytic domain, CyPet-SUMO1-YPet FRET cleavage. inhibition, % at 10 µM. hit rate 0.21% among 360,000. AID 624204;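 active means inhibition at least 30% at 10 µM, raw YFP signal under a set limit, fluorescence ratio 0.5 to 1.5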;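 further: 0% = enzyme with DMSO and 100% = no enzyme wells; some results filed as inactive read as strong as hits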
Target sequence (Q9P0U3 419-644 limits assumed): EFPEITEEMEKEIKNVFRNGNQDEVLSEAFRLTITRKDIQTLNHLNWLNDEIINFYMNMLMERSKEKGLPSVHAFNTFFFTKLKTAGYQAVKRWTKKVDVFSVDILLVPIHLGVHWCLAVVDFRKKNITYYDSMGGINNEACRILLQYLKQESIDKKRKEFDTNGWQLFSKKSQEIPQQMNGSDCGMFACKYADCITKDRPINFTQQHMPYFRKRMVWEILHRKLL
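Assay system: hSENP1 catalytic domain, recombinant. Amount: SENP1 enzyme, 20 pM final. Schedule: 50 min reaction, RT, dark. Technique: FRET, CFP and YFP emission. Control set: no-enzyme wells low, DMSO-plus-enzyme wells high control.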
mIAP activ – mouse IAP activation. muIAP, CDP-Star luminescence, 30 min; active compounds read high; 1 = vehicle-only enzyme signal, 0 = enzyme-free wells. activation factor at 10 µM. hit rate 0.24% among 330,000;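 active means activation factor of at least 2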; further: the source names both 10 and 20 µM as test concentration; values of inactives mirror those of a sister screen read the other way
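Assay system: mouse IAP enzyme; reagent: chemiluminescent substrate CDP-Star; dosing: test compounds delivered from DMSO solution; schedule: 30 min at room temperature; measured by: luminescence from enzymatic CDP-Star hydrolysis; controls: DMSO-only wells and no-enzyme negative control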
NLRP3 yeast inh – blocks the NALP3 inflammasome reconstituted in yeast | Yeast reconstituted NLRP3/ASC/caspase-1, beta-gal luminescence, 24 h | inhibition, % at 10 µM | hit rate 0.39% among 330,000 | AID 2825;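 active means inhibition of 50% or more; inactive means inhibition below 50%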;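 further: plate controls were induced DMSO wells for no effect and uninduced yeast grown without galactose for full effect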
Active calls of the source: *. The list is partial; rates above refer to the full screens.

SMILES	APOBEC3A inh	mIAP inh	hIAP act	APOBEC3G inh	hIAP inh	beta cell repl	SENP1 FRET inh	mIAP activ	NLRP3 yeast inh
O=C(Cc1ccccc1)N/N=C/c1ccc(OC(=O)/C=C\c2ccco2)cc1	-1	0	0.95	-2	4	-6	-7	1	12
COC(CNc1nc(SC)nc2sc3c(c12)CCN(C)C3)OC	-1	10	0.87	-6	13	2	-100	0.9	5
Cc1ccc(C(=O)N/N=C\c2ccc[nH]2)cn1	2	24	0.96	-2	4	-1	1	0.76	0
CC1CCN(C(=O)C2CCN(S(=O)(=O)c3cc(Cl)ccc3Cl)CC2)CC1	5	7	0.94	-9	6	3	1	0.93	-4
COc1nc(N(C)C)nc(N2CC(=O)N(CCNS(=O)(=O)c3ccc(C)cc3)C2=N)n1	2	15	0.96	-1	4	0	-5	0.85	7
COc1cccc(CC2(CO)CCCN(CC3=Cc4cc(OC)ccc4OC3)C2)c1 (configuration not stated)	-1	-1	0.89	-8	11	-4	-26	1	12
Cc1cc(C)cc(Nc2ncc3c(n2)CC(c2ccco2)CC3=O)c1 (configuration not stated)	2	4	1.1	-3	-6	3	7	0.96	12
Cc1nnc(SCC(=O)Nc2ccccc2NC(=O)CSc2nnc(C)s2)s1	0	-12	0.9	-2	10	0	2	1.1	7
CC(=O)NCC(=O)NC1CC(C)(C)Cc2c1cnn2-c1ccccc1 (configuration not stated)	1	12	1	-5	-1	1	-1	0.88	2
Cc1cc[n+](CC(=O)Nc2cccc(C)c2)cc1	-3	2	1	-8	0	-2	-1	0.98	9
C=CCn1c(=O)[nH]c2cc(C(=O)N3CC=C(c4ccccc4)CC3)ccc2c1=O	-8	4	0.88	-6	12	-2	0	0.96	-9
COc1ccc(-c2cc(=O)oc3cc(OCC(=O)NCCCn4ccnc4)ccc23)cc1	-2	0	0.97	-6	3	2	0	1	2
CN(C)CCOc1cccc(Br)c1	7	7	0.88	-3	12	-2	2	0.93	-16
COc1ccc(Cl)cc1NS(=O)(=O)c1cccc2cccnc12	-4	6	0.84	-8	16	-4	2	0.94	15
Cc1cccc(NC(=O)CCN2CCCC(C)C2)c1 (configuration not stated)	-3	6	1	-2	-4	-3	3	0.94	15
COc1ccccc1Nc1nc(-c2cccs2)cs1	4	43*	0.95	5	5	-5	5	0.57	1
CC(c1ccccc1)N(C)C(=O)CN1CCN(S(=O)(=O)c2ccc3c(c2)OCCCO3)CC1 (configuration not stated)	1	-15	1.2	-5	-19	-3	0	1.2	6
COCCn1c(SCC(=O)c2cccc(OC)c2)nnc1-c1ccco1	4	0	0.91	1	9	1	-1	1	4
Cc1ccc(C(=O)C(OC(=O)c2cnccn2)c2ccccc2)cc1 (configuration not stated)	-3	5	0.93	-3	7	-1	0	0.95	-33
O=C1NC(=O)C2(CCCCCCCCCCC2)N1	-1	0	1.2	-6	-17	0	2	1	10
CCOC(=O)c1sc(=S)n(-c2cc(OC)ccc2OC)c1N	3	16	1.2	60*	-17	-3	4	0.84	97*
COc1ccc(C)cc1NC(=O)C(Sc1nnc(-c2ccncc2)n1-c1ccc(Cl)cc1)c1ccccc1 (configuration not stated)	0	7	1.1	-5	-9	-6	-2	0.93	5
C=CCNC(=O)C1CC(=O)N(c2ccc(OCC(=O)Nc3cccc(OC)c3)cc2)C1 (configuration not stated)	-1	-1	0.98	-6	2	-2	-1	1	5
CCOC(=O)c1ccc(N2C(=O)CC(N3CCC(C(N)=O)(N4CCCCC4)CC3)C2=O)cc1 (configuration not stated)	-1	5	1.1	-2	-5	2	2	0.95	8

Among those listed so far, 3 contain a Cl atom.
SMILES	APOBEC3A inh	mIAP inh	hIAP act	APOBEC3G inh	hIAP inh	beta cell repl	SENP1 FRET inh	mIAP activ	NLRP3 yeast inh
CC1CCN(C(=O)C2CCN(S(=O)(=O)c3cc(Cl)ccc3Cl)CC2)CC1	5	7	0.94	-9	6	3	1	0.93	-4
COc1ccc(Cl)cc1NS(=O)(=O)c1cccc2cccnc12	-4	6	0.84	-8	16	-4	2	0.94	15
COc1ccc(C)cc1NC(=O)C(Sc1nnc(-c2ccncc2)n1-c1ccc(Cl)cc1)c1ccccc1 (configuration not stated)	0	7	1.1	-5	-9	-6	-2	0.93	5

Later entries.
SMILES	APOBEC3A inh	mIAP inh	hIAP act	APOBEC3G inh	hIAP inh	beta cell repl	SENP1 FRET inh	mIAP activ	NLRP3 yeast inh
O=C(CCCc1ccccc1)Nc1ccnn1C1CCN(Cc2ccc(CO)o2)CC1	-1	-13	1.3	-7	-32	-4	-2	1.1	20
O=C(Cc1cccs1)NCCCc1ccccc1	5	-8	0.92	3	8	-2	3	1.1	4
CCc1ccc(NCCC(=O)c2ccc(Cl)cc2)cc1	-4	1	1.6	-9	-58	-4	-4	0.99	-2
COc1ccc(/C(C)=N/Nc2nc3ccccc3nc2C)cc1OC	0	6	1	2	-4	-3	0	0.94	23
O=C(Nc1ccc2c(c1)CCC2)C1CCCO1 (configuration not stated)	6	-10	1.2	0	-16	-3	-1	1.1	12
CC1CCN(CC(O)COC2CC(C)CCC2C(C)C)CC1 (configuration not stated)	1	-9	0.96	-2	4	-3	1	1.1	15
Cn1nc(-c2ccccc2)c(CSc2cccc(Cl)c2)c1Cl	0	2	1	-3	-1	-5	3	0.97	14
COc1ccc(C)cc1N(CC(=O)NCCSCc1cccc(Cl)c1)S(C)(=O)=O	-1	-4	1.3	-3	-30	-3	0	1	24
Cc1cc(C(F)(F)F)n(-c2ccc(N)cc2)n1	-6	1	1	-6	-1	-3	1	0.99	0
O=C1OC(/C(=C\NCc2ccccc2)[N+](=O)[O-])c2ccccc21 (configuration not stated)	2	-7	0.91	-1	9	-2	-1	1.1	15
Cc1onc(-c2c(Cl)cccc2Cl)c1NC(=O)N1CCSCC1	-2	-3	1	-10	-1	3	1	1	12
C=CCn1c(O)c(N=Nc2ccccc2O)c2ccccc21	1	21	2.2*	-1	-120	-7	34	0.79	38
COC(=O)CS(=O)(=O)c1ccc(C)cc1	2	-3	0.98	4	2	-4	-1	1	2
COc1cc(S(=O)(=O)N2CCOCC2)ccc1NC(=O)COC(=O)CC12CC3CC(CC(C3)C1)C2	-2	2	0.96	-5	4	-4	3	0.98	4
O=C(NNC(=O)c1cc2ccccc2o1)c1ccc(F)cc1	11	13	1.1	-7	-10	-3	2	0.87	11
CC(=O)N1CCC(N(CCN2CCOCC2)C(=S)Nc2c(C)cccc2C)CC1	2	-4	1.2	-6	-15	-1	1	1	14
COc1ccccc1N(CC(=O)Nc1ccc(C)cc1Cl)S(=O)(=O)c1cccs1	-3	-5	1	-6	-2	-4	-1	1.1	9
Cc1cc(C)nc(N/N=C/c2c[nH]c3ccccc23)n1	-1	0	0.98	-5	2	-3	-3	1	29
O=[N+]([O-])c1ccccc1S(=O)(=O)NC1CCCCCCC1	-4	4	0.95	-4	5	-1	2	0.95	22
O=C(COc1cccc2c1CCN(Cc1ccccc1F)C2=O)N1CCCCC1	4	6	1.2	-5	-19	3	0	0.94	7
COc1cc(C(O)P(=O)(OCC(C)C)c2ccc(N(C)C)cc2)cc(OC)c1OC (configuration not stated)	-3	-2	1.1	-8	-6	-1	1	1	14
CC(C)COc1ccc(C(=O)N/C(=C/c2cccc([N+](=O)[O-])c2)C(=O)O)cc1	-2	2	0.98	0	2	-1	2	0.98	9
Cc1nc(NC(=O)CCl)sc1C(=O)N(C)C	2	1	1.1	-6	-8	-5	2	0.99	13
Cc1ccc(S(=O)(=O)N(C)c2nonc2C)cc1	1	-1	0.87	0	13	-1	2	1	-25
CC(=O)c1sc(NC(=O)CCS(=O)(=O)c2ccc(C)cc2)nc1C	3	-1	0.85	-10	15	-6	-1	1	17
O=C(CNC(=O)c1ccccc1)OC1CCCCC1	-2	2	0.79	-6	21	-3	3	0.98	8
CCCN(C(=O)Cn1ncc2c([nH]c3ccccc32)c1=O)c1ccccc1C	-3	0	0.72	-5	28	2	-3	1	12
Cc1ccc(S(=O)(=O)N2C(=O)CCC2C(=O)N2CCN(C)CC2)cc1 (configuration not stated)	-1	2	0.82	-3	18	3	3	0.98	10
O=C(CS(=O)c1ccc(F)cc1)Nc1ccccc1Cl (configuration not stated)	-5	-12	1	-9	-5	-4	1	1.1	10
NC1=NN(c2cccc(C(=O)O)c2)C(=O)C1	5	6	1.1	-3	-9	-2	5	0.94	4
O=C(NCC(O)c1ccc([N+](=O)[O-])cc1)C1CCCCC1 (configuration not stated)	-2	-1	0.98	-7	2	2	3	1	15
Cc1cccc(N2CCN(S(=O)(=O)c3ccc(Cl)nc3)CC2C)c1 (configuration not stated)	-2	-5	0.88	-6	12	2	1	1.1	28
Cc1ccccc1CSc1nnc([C@@H]2CCCN2)o1	-5	4	1	3	-4	-3	-1	0.96	26
COc1ccc2c(c1OC)CN(C)CCc1cc3c(cc1C(O)C2)OCO3 (configuration not stated)	-2	3	1	-4	-1	2	0	0.97	2
Cc1c(OC(C)C(=O)NCCCN2CCOCC2)ccc2c3c(c(=O)oc12)CCC3 (configuration not stated)	-1	3	1	-5	0	-1	-4	0.97	5
COc1ccccc1C1C2=C(COC2=O)Nc2cc3c(cc21)OCO3 (configuration not stated)	-2	3	1.3	-9	-26	-5	-12	0.97	19
CCOc1ccc(N(CC(=O)Nc2ccc(OC)cc2)S(=O)(=O)c2c(C)[nH]c(=O)[nH]c2=O)cc1	-2	7	0.91	-3	9	2	1	0.93	7
Nc1cccc2c1C(=O)N(c1ccccc1)C2=O	-2	4	1.1	-7	-7	5	-50	0.96	-15
Cc1nonc1NC(=O)CSc1nc(C23CC4CC(CC(C4)C2)C3)nc2ccccc12	-9	0	1.1	-8	-6	-6	1	1	-8
CN1CCN(C(=O)CN2C(=O)NC(C)(c3ccc4ccccc4c3)C2=O)CC1 (configuration not stated)	-1	8	0.9	-5	10	-2	0	0.92	5
Nc1nnc(SCC(=O)Nc2cc(S(=O)(=O)N3CCOCC3)ccc2N2CCCC2)s1	0	6	0.92	0	8	2	-3	0.94	10
COC(=O)c1cc(OC)c(OC)cc1NC(=O)C1CCCO1 (configuration not stated)	3	-3	0.96	-2	4	0	2	1	3
O=C(Nc1cccc(F)c1)C1CCN(C(=O)c2ccc(Br)cc2)CC1	-2	-5	1	-6	-4	-1	1	1	1
C=CCNC(=S)Nc1c(C(=O)OC)[nH]c2cc(OC)ccc12	-3	-1	1.1	-3	-8	-1	3	1	-2
CN(C[C@H](c1ccccc1)N(C[C@H](Cc1ccccc1)N(CCc1ccccc1)N=O)N=O)N=O	1	9	1	-9	0	-4	1	0.91	7
Cc1cc(C(=O)N/N=C/c2ccc(C)s2)n[nH]1	-2	7	1.3	-10	-28	0	2	0.93	3
COc1ccc(/C(C)=N\Nc2nc(-c3ccc(Cl)cc3)cc(C(F)(F)F)n2)cc1OC	-1	19	0.94	-6	6	-3	-1	0.81	25
CS(=O)(=O)c1ccccc1C(=O)Nc1cccc(-c2nc3ccccc3o2)c1	-6	4	1	-7	-2	2	2	0.96	30
